AID2073 = disruptors of CaV2.2 binding to Mint1 – biochemical, HTRF (AID 2073); HTRF protein-protein interaction, Mint1-CaV2.2; higher % means a stronger effect; inhibition, % at 20 µM; hits with a dose series show IC50 in µM; 290,000 tested, 0.19% active; in the data active means inhibition mostly above about 51%, no sharp cut-off; inconclusive means no clear call, values can overlap the other calls; inactive means mostly below about 53%; further: some results filed as inactive read as strong as hits
Siah-1 displacement = blockers of Siah-1 interaction with plectin peptide – biochemical, fluorescence polarization, rhodamine-plectin, uHTS, primary screen (AID 1817) | 290,000 tested, 0.02% active | displacement, % at 20 µM; hits with a dose series show IC50 in µM | Siah-1 / rhodamine-plectin peptide fluorescence polarization; higher % means a stronger effect;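 active means displacement of at least 50% at 20 µM, with a fluorescence ratio check between 0.3 and a set limit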;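 further: plate controls were Siah plus tracer with DMSO for no effect and tracer alone without Siah for full effect; strong numbers were not always called active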
KOR beta-arrestin-1 = KOR agonists, beta-arrestin recruitment, primary screen, cell-based, luminescence, uHTS (AID 1777). KOR beta-arrestin recruitment, luminescence; higher % means a stronger effect. activation, % at 10 µM, or EC50 in µM where a hit was titrated. 280,000 tested, 0.02% active; in the data active means activation above about 50%, passing the limit was not always enough; further: a part of the inactive calls stands beside numbers as strong as those of hits
GPR55 antagonists = inhibition of LPI-stimulated GPR55 beta-arrestin translocation – imaging, U2OS, beta-arrestin-GFP, LPI agonist, primary screen (AID 2013). U2OS GPR55 beta-arrestin-GFP translocation imaging, LPI antagonism; higher % means a stronger effect. inhibition, % at 10 µM, or IC50 in µM where a hit was titrated. 290,000 tested, 0.13% active;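 active means spots per cell inhibited over 60%, with over 100 cells counted and total cytoplasm intensity under 500,000; inconclusive means wells with under 100 cells, flagged as likely toxic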;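 further: U2OS cells stably carrying GPR55 and arrestin-GFP stimulated by 5 µM LPI near EC80; imaged beta-arrestin-GFP aggregate spots per cell after agonist stimulation; plate controls were LPI-stimulated DMSO wells for no effect and DMSO wells without LPI for full effect; some results filed as inactive read as strong as hits; confirmed hits need IC50 under 10 µM and bright autofluorescent wells are also inconclusive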
HIV fusion peptide = inhibitors of HIV fusion peptide binding, primary screen, biochemical, uHTS, fluorescence dequenching (AID 1986); inhibition, % at 20 µM; hits with a dose series show IC50 in µM; 290,000 tested, 0.3% active; cell-free peptide binding, fluorescence dequenching, 30 min; higher % means a stronger effect; in the data active means inhibition mostly above about 52%, no sharp cut-off; inactive means mostly below about 76%; further: some results filed as inactive read as strong as hits
NOD1 NF-kB reporter = NOD1 signaling inhibitors, primary screen, cell-based, luminescence, uHTS (AID 1578). inhibition, % at 4 µM; hits with a dose series show EC50 in µM. 290,000 tested, 1% active. NOD1-driven NF-kB luciferase reporter cells, luminescence; higher % means a stronger effect; in the data active means inhibition mostly above about 36%, no sharp cut-off; inactive means mostly below about 34%;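 further: HEK-293T reporter cells stimulated with the NOD1 agonist gamma-tri-DAP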
GPR55 activation = GPR55 agonists via beta-arrestin recruitment, primary screen, imaging, U2OS cells, beta-arrestin-GFP redistribution (AID 1961) | U2OS GPR55 beta-arrestin-GFP redistribution imaging; higher % means a stronger effect | activation, % at 10 µM, or EC50 in µM where a hit was titrated | 290,000 tested, 0.048% active;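 active means activation above 40% with more than 50 cells counted in the well; inconclusive means wells holding fewer than 50 cells, flagged as toxic or sparse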;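 further: U2OS osteosarcoma cells stably expressing GPR55 and beta-arrestin-GFP; plate controls were DMSO negative control for no effect and LPI positive control for full effect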
GPR35 arrestin U2OS = GPR35 antagonists blocking zaprinast-driven arrestin recruitment, primary screen, imaging, U2OS, beta-arrestin-GFP, zaprinast agonist (AID 2058). U2OS GPR35 beta-arrestin-GFP translocation imaging, zaprinast antagonism; higher % means a stronger effect. one-dose inhibition, % at 10 µM; IC50 in µM for titrated hits. 290,000 tested, 0.052% active;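 active means inhibition of at least 50% with at least 30 cells and total cytoplasm GFP at most 10,000,000; inconclusive means under 30 cells or total GFP of 10,000,000 plus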
KOR beta-arrestin-2 = kappa opioid receptor blockers – cell-based, luminescence, uHTS (AID 1778). KOR beta-arrestin recruitment, luminescence, antagonist mode; higher % means a stronger effect. inhibition, % at 10 µM, or IC50 in µM where a hit was titrated. 290,000 tested, 0.091% active; in the data active means inhibition above about 50%; further: strong numbers were not always called active
An asterisk follows results filed as active; ? = inconclusive; nt = no result given; [ ] = remark or other dose. Not all compounds are listed (hit frequency here may not be typical).

(1) COc1ccc(C(=O)Nc2ccccc2)cc1S(=O)(=O)NCc1ccco1
(2) COc1ccc([C@@H]2OC2(C(N)=O)C(N)=O)cc1
(3) CN=C1SC(CC(=O)Nc2ccccc2F)C(=O)N1/N=C/c1ccc(O)c(OC)c1 (configuration not stated)
(4) c1cc(-c2nnc(-c3ccncc3)o2)ccn1
(5) Cn1nc(C(C)(C)C)c(NC(=O)c2cccs2)c1C(C)(C)C
(6) N#C/C(=C\c1ccc(N2CCCC2)c([N+](=O)[O-])c1)c1nc2ccccc2[nH]1
(7) COc1ccc(N(CC(=O)NC2CCCC2)C(=O)Cn2nnc(-c3ccc(C)o3)n2)c(OC)c1
(8) CC1(C)N=C(N)N=C(N)N1c1ccc(C(=O)O)cc1

Assay by compound	1	2	3	4	5	6	7	8
AID2073	-1%	1%	-10%	-6%	-2%	12%	-4%	5%
Siah-1 displacement	-4%	8%	-5%	0%	6%	1%	9%	0%
KOR beta-arrestin-1	0.7%	-1.0%	15%	3.0%	4.6%	-1.2%	0.2%	17%
GPR55 antagonists	9%	15%	-19%	-6%	4%	1%	10%	3%
HIV fusion peptide	2.1%	0.5%	-3.2%	-1.5%	1.2%	0.4%	-1.5%	-0.5%
NOD1 NF-kB reporter	3%	0%	47%*	11%	1%	-42%	-24%	-14%
GPR55 activation	0.0%	-0.1%	0.1%	0.2%	0.8%	0.0%	0.2%	-0.1%
GPR35 arrestin U2OS	-12%	18%	-4%	8%	6%	-4%	1%	7%
KOR beta-arrestin-2	-3%	-12%	-169%	4%	21%	20%	-13%	-13%

Looked up above.
N#C/C(=C\c1ccc(N2CCCC2)c([N+](=O)[O-])c1)c1nc2ccccc2[nH]1 – GPR55 antagonists = 1%
Cn1nc(C(C)(C)C)c(NC(=O)c2cccs2)c1C(C)(C)C – HIV fusion peptide = 1.2%

More compounds:
(9) Cc1csc(NC(=O)CSc2nc3ccccc3s2)n1
(10) COc1ccccc1CNC(=O)CN1CCN(c2ccc(C(C)=O)cc2)CC1
(11) Cn1nc(SCC(=O)O)sc1=S
(12) Cc1c(NC(=S)N/C(=N/S(=O)(=O)c2ccc(Cl)cc2)c2ccccc2)c(=O)n(-c2ccccc2)n1C
(13) COc1ccc(CNC(=O)CN(Cc2ccc(Cl)cc2)S(=O)(=O)c2ccccc2)cc1
(14) CCOC(=O)CSc1nnc(Cc2ccccc2)n1CC1CCCO1 (configuration not stated)
(15) CN(CC(=O)Nc1ccc(OC(F)(F)F)cc1)C(=O)Cc1c(Cl)cccc1Cl
(16) O=C(CN1CCN(Cc2ccccc2)CC1)N/N=C/c1c[nH]c2ccccc12

Assay by compound	9	10	11	12	13	14	15	16
AID2073	0%	1%	-1%	-35%	?	8%	-4%	3%
Siah-1 displacement	8%	2%	1%	-5%	-4%	0%	-1%	0%
KOR beta-arrestin-1	0.9%	-0.2%	1.9%	7.7%	-2.8%	0.9%	-3.5%	-2.1%
GPR55 antagonists	3%	3%	19%	4%	14%	1%	4%	-1%
HIV fusion peptide	-0.3%	1.0%	1.8%	-1.9%	-1.2%	-0.7%	3.8%	-1.2%
NOD1 NF-kB reporter	-53%	-18%	-6%	-14%	16%	-17%	35%	-18%
GPR55 activation	0.0%	-0.1%	0.3%	0.3%	-0.1%	-0.2%	-0.1%	0.6%
GPR35 arrestin U2OS	1%	8%	4%	10%	-8%	-6%	1%	-1%
KOR beta-arrestin-2	-30%	-29%	17%	nt	-20%	2%	-8%	27%

(17) Cc1nnc(SCC(=O)n2c3c(c4ccccc42)CCCC3)s1
(18) CCOCCCNC(=O)c1ccc2c(c1)N(CC)C(=O)c1ccccc1S2=O (configuration not stated)
(19) O=C(O)c1ccc(-c2nc3scc(-c4ccccc4)c3c(=O)[nH]2)cc1
(20) COC(=O)c1ccccc1NC(=O)c1ccc(COc2ccccc2)o1
(21) Nc1c(C(=O)N/N=C/c2ccc(F)cc2)oc2nc(-c3ccccc3)cc(-c3ccco3)c12
(22) O=C(NCCCCCCNC(=O)c1ccncc1)c1ccncc1
(23) O=C1CC(=O)C(n2cncn2)C(c2ccc(Cl)cc2Cl)C1 (configuration not stated)
(24) Clc1ccccc1-c1nc2nc3ccccc3nc2n1-c1ccc2c(c1)OCO2

Assay by compound	17	18	19	20	21	22	23	24
AID2073	-6%	13%	15%	5%	39%	-3%	4%	22%
Siah-1 displacement	-9%	7%	11%	4%	20%	-2%	8%	-2%
KOR beta-arrestin-1	4.2%	-2.5%	-1.9%	2.5%	nt	1.5%	-2.8%	1.2%
GPR55 antagonists	29%	4%	11%	-11%	8%	-7%	11%	10%
HIV fusion peptide	-1.1%	0.4%	4.4%	1.6%	45%	-0.3%	3.9%	-2.0%
NOD1 NF-kB reporter	-14%	-12%	-3%	-30%	-7%	-33%	-41%	10%
GPR55 activation	-0.1%	-0.1%	0.1%	-0.1%	4.8%	0.1%	0.3%	-0.3%
GPR35 arrestin U2OS	-11%	8%	5%	-2%	-9%	1%	-8%	-11%
KOR beta-arrestin-2	7%	4%	22%	-6%	0%	-34%[20 µM]	-11%	-28%

(25) COc1ccccc1NC(=O)c1ccc(S(=O)(=O)NCc2ccco2)cc1
(26) CCOC(=O)CSc1nc(C(C)C)nc2sc(C)c(C)c12
(27) CC(=O)c1cc(C#N)c(N2CCN(c3ccccc3)CC2)nc1C
(28) CC1(C)Cc2c(sc(NC(=O)c3ccc4ncsc4c3)c2C(N)=O)C(C)(C)N1
(29) Clc1cccc(N/N=C(\Cc2nc3ccccc3[nH]2)c2ccccc2)c1
(30) CCc1nnc(NC(=O)CSc2nnc(COc3ccccc3C)o2)s1
(31) CCC(C)(C)NC(=O)C(c1ccccc1F)N(Cc1ccco1)C(=O)Cn1nnc2ccccc21 (configuration not stated)
(32) COC(=O)c1c(C)[nH]c(C(=O)NCCc2ccc(S(N)(=O)=O)cc2)c1C

Assay by compound	25	26	27	28	29	30	31	32
AID2073	13%	-16%	10%	2%	8%	-13%	4%	24%
Siah-1 displacement	-1%	-4%	-6%	1%	-4%	-2%	-2%	1%
KOR beta-arrestin-1	1.5%	nt	-5.4%	-1.0%	-0.6%	-8.7%	7.2%	1.0%
GPR55 antagonists	-1%	21%	6%	13%	9%	4%	4%	14%
HIV fusion peptide	0.5%	-0.5%	-1.4%	-1.7%	2.3%	4.6%	-1.7%	1.3%
NOD1 NF-kB reporter	-24%	-43%	0%	-30%	-39%	-4%	5%	-19%
GPR55 activation	0.3%	-0.1%	0.0%	0.0%	-0.3%	-0.3%	0.3%	0.2%
GPR35 arrestin U2OS	6%	20%	-3%	-6%	-5%	-1%	-2%	11%
KOR beta-arrestin-2	-48%	-28%[20 µM]	-3%	-11%	-11%	-32%	24%	-6%

The last 4 compounds of the part before open the next one:
(29) Clc1cccc(N/N=C(\Cc2nc3ccccc3[nH]2)c2ccccc2)c1
(30) CCc1nnc(NC(=O)CSc2nnc(COc3ccccc3C)o2)s1
(31) CCC(C)(C)NC(=O)C(c1ccccc1F)N(Cc1ccco1)C(=O)Cn1nnc2ccccc21 (configuration not stated)
(32) COC(=O)c1c(C)[nH]c(C(=O)NCCc2ccc(S(N)(=O)=O)cc2)c1C
(33) O=C(Nc1ccccc1N1CCOCC1)c1ccc([N+](=O)[O-])o1
(34) CCOc1ccc(CCNC(=O)c2cc3c(s2)CS(=O)(=O)C3)cc1OCC
(35) CN1CCN(c2ccccc2NC(=O)Cn2ncc3c([nH]c4ccccc43)c2=O)CC1
(36) Fc1ccc(CSc2nnc(-c3cccs3)o2)cc1
(37) CC(=O)Nc1ccccc1OCC(=O)c1ccc2c(c1)OCO2
(38) O=C(O)c1cccc(Nc2nc(Nc3ccccc3)nc(N3CCCC3)n2)c1
(39) O=c1c2ccccc2nc(SCCN2CCCCC2)n1CCc1ccccc1
(40) COc1ccccc1OCC#CCNC1CCCCC1C (configuration not stated)

Assay by compound	29	30	31	32	33	34	35	36	37	38	39	40
AID2073	8%	-13%	4%	24%	9%	4%	2%	9%	4%	21%	-4%	-6%
Siah-1 displacement	-4%	-2%	-2%	1%	-3%	-4%	6%	-1%	-2%	-1%	4%	20%
KOR beta-arrestin-1	-0.6%	-8.7%	7.2%	1.0%	3.0%	-3.3%	2.1%	1.1%	2.2%	-3.0%	nt	-1.3%
GPR55 antagonists	9%	4%	4%	14%	1%	-5%	21%	3%	-2%	52%	30%	18%
HIV fusion peptide	2.3%	4.6%	-1.7%	1.3%	-1.9%	-0.4%	1.0%	-1.9%	0.7%	31%	-1.5%	-0.8%
NOD1 NF-kB reporter	-39%	-4%	5%	-19%	-4%	-24%	3%	-42%	-44%	-25%	-14%	-3%
GPR55 activation	-0.3%	-0.3%	0.3%	0.2%	-0.2%	-0.3%	0.0%	-0.2%	-0.2%	0.0%	-0.1%	-0.1%
GPR35 arrestin U2OS	-5%	-1%	-2%	11%	0%	-7%	-6%	16%	9%	1%	18%	-9%
KOR beta-arrestin-2	-11%	-32%	24%	-6%	-1%	4%	-8%	-31%	-14%	-13%	-18%[20 µM]	-23%[20 µM]

(41) COc1ccc(OC)c(-c2csc(N(C)C(=O)c3ccco3)n2)c1
(42) Cc1cccc(N(CC(O)CN2CCCC2)S(=O)(=O)c2ccccc2)c1 (configuration not stated)
(43) COc1ccccc1-c1nnc(SCc2ccccn2)n1C
(44) C/C(O)=C(\C#N)c1nnc2n1CCCCC2
(45) CCN(CC(=O)NCc1ccc(F)cc1)Cc1cc(=O)n2ccsc2n1
(46) C=C1CCN(CC(=O)OC)S(=O)(=O)c2ccccc21

Assay by compound	41	42	43	44	45	46
AID2073	22%	22%	-12%	-3%	?	10%
Siah-1 displacement	0%	-8%	-4%	4%	-6%	-5%
KOR beta-arrestin-1	-4.8%	2.6%	5.4%	-1.1%	-1.1%	2.9%
GPR55 antagonists	10%	1%	-5%	-3%	-7%	2%
HIV fusion peptide	1.3%	4.1%	-0.7%	19%	0.2%	-1.9%
NOD1 NF-kB reporter	6%	-4%	8%	10%	-25%	11%
GPR55 activation	-0.2%	-0.2%	-0.5%	0.2%	-0.5%	0.3%
GPR35 arrestin U2OS	8%	2%	6%	-6%	6%	6%
KOR beta-arrestin-2	-3%[20 µM]	-35%	-38%	-21%	-1%	-13%
